Pf Dd2 inh: qHTS Primary assay for Inhibitors of Plasmodium falciparum Dd2 growth in vitro; P. falciparum Dd2 growth, SYBR Green, 72 h; Potency, µM (titrated, usually from 28.9 µM), without a hit: top-dose activity, negative = inhibition, most hits filed as inhibitors; hit rate 4.3% among 120,000; active means well fitted inhibition curve with a large enough effect; inconclusive means small, poorly fitted or top-dose-only effect; inactive means no such curve, though single readings can be large or run the other way;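 further: plate controls were DMSO vehicle for no effect and reference drug for full effect; nearly all actives have a fitted effect of over 65% in size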
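Readout: SYBR Green fluorescence, 485 nm excitation, 535 nm emission, after ~16 h lysis at 37C. Before that, Dd2-infected red cells (2.5% hematocrit) grew 72 h with compound, 29 uM top final concentration.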
* = called active by the depositor; i = inactive; ? = inconclusive; [ ] = remark or other dose. Potency means the concentration at half of the fitted maximal effect. Some of the compounds tested. The share of hits here may be higher or lower than overall.

SMILES | Pf Dd2 inh
CCOc1ccc(S(=O)(=O)N(CC(=O)NCCSc2ccc(C)cc2)c2ccccc2)cc1 | -15.6%
COCCn1ncc(N2CCCC(CC(=O)NCc3ccncc3)C2)cc1=O (stereo unspecified) | 36.7%[activator]
CCc1nc2c(c(-c3ccc(Cl)cc3)n1)CCN(Cc1cccnc1)CC2 | ?
CCC(Sc1nc2nccnc2c(=O)n1Cc1ccc(F)cc1)C(=O)NC1CCCCC1 (stereo unspecified) | -25.9%
COCCNC(=O)c1c(NC(=O)c2cc(=O)c3cc(C)cc(C)c3o2)sc2c1CCCC2 | 25.6%
O=C(NC(C(=O)N1CCCC1)C1CCN(C(=O)Cc2ccccc2)CC1)c1ccccc1 (stereo unspecified) | -3.3%
CCOc1ccc(CNC(=O)c2cc3oc4ccccc4c3n2C)cc1 | 23.0%
CCCCN(CC)CCNC(=O)c1c(C)oc2ncnc(N3CCOCC3)c12 | -16.7%
Cc1cccc(NC(=O)CSc2nc(-c3ccco3)cc(C(F)(F)F)n2)c1C | 12.1%
CC(=O)N1CCCc2cc(S(=O)(=O)N3CCN(c4cccc(C(F)(F)F)c4)CC3)ccc21 | -14.1%
CCCCOc1ccc(-c2nc(C3CC(=O)N(C4CCCCC4)C3)no2)cc1 (stereo unspecified) | ?
CCn1cc(S(=O)(=O)N2CCCCCCN(C)C(=O)[C@@H]3CCC[C@@H]32)cn1 | -17.0%
CCOc1ccc(NC(=O)CN2C(C(=O)OC)=C(c3ccccc3)c3cc(Cl)ccc3S2(=O)=O)cc1 | -28.2%
CCOc1ccc(CCNC(=O)c2ccc3c(c2)N(Cc2cccc(Cl)c2)C(=O)c2ccccc2S3(=O)=O)cc1OCC | -16.5%
O=C1NCCCCCCN(Cc2ccncc2)[C@@H]2CN(C(=O)C3(c4ccccc4)CC3)CC[C@@H]12 | ?
CC1CCN(C(=O)CN2C(=O)NC(c3ccccc3)C3=C2COC3=O)CC1 (stereo unspecified) | -6.7%
COc1ccc(-c2ccnc(N[C@H]3CO[C@H]4[C@@H]3OC[C@@H]4NC(=O)Nc3cccc(C#N)c3)n2)cc1 | -29.2%
CCOc1ccccc1C(=O)Nc1ccc2c(c1)N(C)C(=O)c1ccccc1S2 | -8.6%
COc1cccc(-c2nc(SCC(=O)Nc3ccc4c(c3)OCCO4)c(-c3ccc(C)cc3)[nH]2)c1 | ?
COc1ccc(-c2nc(C)nc3c2CN(C(=O)c2ccc4c(c2)OCO4)CC3)cc1 | -12.1%
O=C(Nc1cccc(C(F)(F)F)c1)N[C@H]1CO[C@H]2[C@@H]1OC[C@H]2OC(=O)Nc1ccccc1 | -27.4%
O=C(NCCc1nc(-c2cccnc2)n[nH]1)C1NCCc2[nH]cnc21 (stereo unspecified) | -3.1%
Cc1ccccc1C(=O)N1c2ncnn2C2(CCCCC2)[C@@H]2CCCC[C@@H]21 | ?
CCCCC(=O)Nc1nnc(S(=O)(=O)N2CCCCCC2)s1 | -15.7%

Part of the list above in order of number of heavy atoms, rising:
SMILES | Pf Dd2 inh
O=C(NCCc1nc(-c2cccnc2)n[nH]1)C1NCCc2[nH]cnc21 (stereo unspecified) | -3.1%
CC1CCN(C(=O)CN2C(=O)NC(c3ccccc3)C3=C2COC3=O)CC1 (stereo unspecified) | -6.7%
CCOc1ccccc1C(=O)Nc1ccc2c(c1)N(C)C(=O)c1ccccc1S2 | -8.6%

Additional compounds follow.
SMILES | Pf Dd2 inh
COc1cc(CN2CCc3nc(N4CCN(C)CC4)[nH]c(=O)c3CC2)cc(OC)c1 | i[5.79 µM]
O=C(NCC1CCOCC1)C1CC(=O)N(c2n[nH]c3cccc(F)c23)C1 (stereo unspecified) | -12.7%
O=C(c1cc(F)ccc1Cl)N1CCCC1c1nncn1Cc1ccncc1 (stereo unspecified) | -5.3%
CCC1CN(C(=O)c2ccc3ccccc3n2)CCC(=O)N1Cc1ccccc1 (stereo unspecified) | -25.9%
CN1CCN(C(=O)[C@@H]2CCC[C@@H](NC(=O)c3ccc(Cl)cc3)CN(C)C(=O)C2)CC1 | 18.6%[44.1 µM]
O=C(N[C@H]1[C@@H]2CCO[C@@H]2[C@@H]1C1CCCC1)c1ccccc1OC(F)F | -14.4%
Cc1ccc2nc(-c3ccc(C)s3)c(Nc3ccc4c(c3)OCCO4)n2c1 | 14.5%
O=C(Nc1ccccc1C(F)(F)F)c1cccn(Cc2ccccc2)c1=O | -9.4%
C=CCNC(=O)C(NC(=O)c1ccc(OC)cc1)C1CCN(C(=O)C2CC2)CC1 (stereo unspecified) | -14.8%
O=C(c1ccoc1)N1CCCC(c2noc(COc3ccccc3F)n2)C1 (stereo unspecified) | 23.9%
Cc1noc(C)c1CCC(=O)NC1CCc2nnc(C)n2CC1 (stereo unspecified) | 31.9%[activator]
Cc1ccc(C)c(C(=O)N2CCC(C3CCNC3)CC2)c1 (stereo unspecified) | 8.9%
CCOc1ccc(Nc2nc(C)c(NC(=O)c3cccc(F)c3)c(Nc3ccc(OCC)cc3)n2)cc1 | ?
CCNC(=O)N1CCCC1c1noc(CCC(=O)N(C)CCOC)n1 (stereo unspecified) | 1.6%
O=C(/C=C/c1ccccc1Cl)N1CCC(c2nc3ccccc3o2)CC1 | 22.9%
Cc1cc2c(c(=O)n(-c3ccc(F)cc3)c(=O)n2CC(=O)Nc2ccc3c(c2)OCO3)n1C | i
O=C(N[C@@H]1CN(Cc2ccc3cc[nH]c3c2)C[C@H]1CO)c1ccccc1 | ?
CNC(=O)[C@@H]1CN(C(=O)c2ccc(F)c(F)c2)C[C@H]1COC | 3.7%
O=C(CCS(=O)(=O)c1ccc(Br)cc1)Nc1ccc(Cl)c(C(F)(F)F)c1 | -15.5%
COCCNC(=O)[C@@H]1C[C@H](Oc2cccnc2)CN1C(=O)c1ocnc1C | 22.4%
CC(C)CCN1CC[C@@H]2OCC(=O)N(Cc3c[nH]c4ccccc34)[C@H]2CC1 | i
Cc1cc(C)cc(NC(=O)CSc2nc(=O)n(CCN3CCOCC3)c3c2CCC3)c1 | 3.1%
O=c1cccc2n1CC1CC2CN(Cc2cc3n(n2)CCNC3)C1 (stereo unspecified) | 2.6%
O=C(c1ccc(CN2CCCCC2)cc1)N1CCOC2(CNCCOC2)C1 (stereo unspecified) | 2.6%

Continued (3 carried over from the part before).
SMILES | Pf Dd2 inh
Cc1cc(C)cc(NC(=O)CSc2nc(=O)n(CCN3CCOCC3)c3c2CCC3)c1 | 3.1%
O=c1cccc2n1CC1CC2CN(Cc2cc3n(n2)CCNC3)C1 (stereo unspecified) | 2.6%
O=C(c1ccc(CN2CCCCC2)cc1)N1CCOC2(CNCCOC2)C1 (stereo unspecified) | 2.6%
COc1ccc(OC)c(N(C)S(=O)(=O)c2ccc3c(c2)NC(=O)CC(=O)N3)c1 | 7.4%
CC(C)N1C(=O)CO[C@H]2CN(C(=O)c3ccncc3)C[C@H]21 | 18.3%[44.1 µM]
Cc1ccc(CN2CCc3nc(C(C)C)nc(-c4ccc(O)cc4)c3C2)cc1 | ?
Cc1cc(C)cc(NC(=O)c2ccc3c(c2)nnn3C2CCCC2)c1 | -17.2%
CNC(=O)[C@@H](C1CCCCC1)N1CCC[C@H]1C(=O)N(C)CCN(C)C | -2.5%[44.1 µM]
Cc1ccc(CCNC(=O)c2ccc3c(c2)N(C)C2CCCCN2C3=O)cc1 (stereo unspecified) | -6.9%
O=C(COc1ccccc1)Nc1ccc2ncnc(N3CCCCC3)c2c1 | i
O=C(NCCc1ccccc1)N1CCC(c2noc(-c3ccncc3)n2)C1 (stereo unspecified) | i[5.79 µM]
COCc1nc(C2CCN(C(=O)c3ccccn3)C2)no1 (stereo unspecified) | -3.9%
Cc1ccc(C(=O)c2cn(Cc3ccccc3C)c3nc(C)ccc3c2=O)cc1 | ?
COc1ccc(N(C(=O)c2ccc(C(C)(C)C)cc2)S(=O)(=O)c2ccc(Cl)cc2)cc1 | ?
COc1ccc(CNC(=O)c2cc3c(=O)oc4ccc(C)cc4c3s2)c(OC)c1 | 26.6%
O=C1CCN(C(=O)[C@H](Cc2ccccc2)NC(=O)NC2CCCCC2)CCCOCCN1 | i
CCOc1ccccc1NC(=O)C1CCCN1S(=O)(=O)c1ccc2c(c1)C(C)(C)C(=O)N2C (stereo unspecified) | ?
Cc1ccc2c(=O)cc(CSc3nnc(-c4ccccc4)n3C)[nH]c2c1C | 11.1%
O=C(c1ccncc1)N1CCC2(CC1)CC(N(Cc1ccc(F)cc1)C1CC1)CCO2 (stereo unspecified) | ?
Cc1ccc(NC(=O)c2cnn3c(C(F)F)cc(-c4ccccc4)nc23)c(C)c1 | 16.3%
CC(C)C(NS(=O)(=O)c1ccc2c(c1)oc(=O)n2C)C(=O)NCc1ccccc1 (stereo unspecified) | 103.6%[activator]
COc1cc(NC(=O)CN(C)S(=O)(=O)c2ccc3c(c2)CCCC(=O)N3)cc(OC)c1OC | 34.8%[activator]
CCOc1ccc(C(=O)NCC(c2ccc3c(c2)OCO3)N2CCOCC2)cc1 (stereo unspecified) | 8.9%[0.594 µM]
O=S(=O)(c1ccccc1)N1CCCC(CN2CCCC2)CC1 (stereo unspecified) | i
Cc1ccc(-c2nn(-c3cccc(F)c3)cc2CN(C)CCO)o1 | 7.94µM*
CC(C)c1ccc(NC(=O)O[C@@H]2CO[C@H]3[C@@H]2OC[C@@H]3NS(=O)(=O)Cc2ccccc2)cc1 | ?
CN1CCC2(C1)CN(CC1CCOCC1)c1ccc(C(=O)NCCc3ccccc3)cc12 (stereo unspecified) | i
CCOC(=O)C1CCCN(C(=O)C2CCN(S(=O)(=O)c3c(C)noc3/C=C/c3ccc(C)cc3)CC2)C1 (stereo unspecified) | ?
COc1ccc(-n2c(=O)c3sc4ccccc4c3n(C)c2=O)cc1 | 36.0%[activator]
Cc1cc(C(=O)NC2CC(C)(C)Cc3nc(C(C)(C)C)ncc32)n[nH]1 (stereo unspecified) | ?
Cc1nc2scc(CC(=O)N3CCOCC3)n2c(=O)c1-c1cc(C)n(-c2ccc(F)cc2)n1 | -16.0%
COc1cc(OC)cc(C(=O)Nc2ccc(S(=O)(=O)Nc3onc(C)c3C)cc2)c1 | 40.8%[activator]
O=C(c1ccccn1)N1CCCC(Cc2nc(C3CCOCC3)no2)C1 (stereo unspecified) | 14.5%
Cc1noc(-c2ccn3c(CNC(=O)c4ccccc4Cl)nnc3c2)n1 | 0.282µM*
CSc1nc2sc3c(c2c(=O)n1-c1ccccc1)CCC(C(C)(C)C)C3 (stereo unspecified) | -14.8%
O=C1[C@@H]2C[C@@H](CN2Cc2ccc(Cl)cc2)Oc2ccccc2N1Cc1ccccc1 | ?
CCOC(=O)c1c(S(=O)(=O)NCC(=O)Nc2cc(C)ccc2C)c(C)n(C)c1C | 1.5%
CC(=O)N1CCCC(C(=O)NCCc2csc(-c3ccncc3)n2)C1 (stereo unspecified) | i
O=C(c1ccsc1)N1CCC2(CC1)CN(C1CCC1)CC2CO (stereo unspecified) | i
CN1CC(=O)N(c2cccnc2)Cc2c1ncnc2N1CCCCC1 | ?
Cc1cc(C)nc(-n2nc(C)c3c2N(Cc2ccccc2)C(=O)CC3c2ccc(Cl)cc2)n1 (stereo unspecified) | ?
CC1CCC2(CC1)NC(=O)N(CC(=O)Nc1ccc(F)c(Cl)c1)C2=O (stereo unspecified) | i
O=C(Cc1cccc(F)c1)N1CCN(C(=O)c2nnn3c2COC(c2ccccc2)C3)CC1 (stereo unspecified) | i
O=C(Cc1ccccc1F)N1CCC(c2noc(-c3cccnc3)n2)C1 (stereo unspecified) | i[5.79 µM]
Cn1c(=O)cc(SCC(=O)N2CCN(c3ccccc3)CC2)c2ccccc21 | i
CCn1cc(C(=O)N2C[C@@H](COC)[C@H](C(=O)NC)C2)cn1 | 16.9%
CC(C)c1ccc(Nc2c(-c3ccsc3)nc3ccc(Cl)cn23)cc1 | 27.4%
COCCNC(=O)C(NC(=O)c1ccccc1Cl)C1CCN(C(=O)c2ccc(OC)cc2)CC1 (stereo unspecified) | -14.3%
CCNC(=O)N(C1CC1)C1CCOC2(CCN(C(=O)C3(c4ccccc4)CC3)CC2)C1 (stereo unspecified) | -20.8%
COc1ccc(C(=O)N2CC(c3nnc(-c4ccc(C)cc4)o3)C3(CCOCC3)C2)c(C)c1 (stereo unspecified) | ?
COc1cccc(CNC(=O)c2ccc3nc(N4CCCCC4)sc3c2)c1OC | 9.6%

Continued (2 carried over from the part before).
SMILES | Pf Dd2 inh
COc1ccc(C(=O)N2CC(c3nnc(-c4ccc(C)cc4)o3)C3(CCOCC3)C2)c(C)c1 (stereo unspecified) | ?
COc1cccc(CNC(=O)c2ccc3nc(N4CCCCC4)sc3c2)c1OC | 9.6%
NS(=O)(=O)c1cccc(-n2ccnc2-c2cc3n(n2)CCCNC3)c1 | -11.0%
CC(=O)Nc1ccc(C(=O)N2CCC3(CC2)CN(C(C)=O)Cc2ccccc2O3)cc1 | 7.4%
CCS(=O)(=O)c1ncc(N(Cc2ccco2)Cc2sccc2C)c(C(=O)Nc2ccc(C)cc2C)n1 | ?
Cc1ccncc1C(=O)N1CCN(C(=O)N2CC3CC(C2)[C@H]2CCCC(=O)N2C3)CC1 (stereo partly specified) | i
CCOc1ccc(NC(=O)CN(c2ccccc2OCC)S(=O)(=O)c2ccccc2)cc1 | 1.1%
Cc1cccc(-c2ccc3c(c2)C(=O)N2CC[C@H](NC(=O)c4cccs4)[C@H]2C(=O)N3)c1C | ?
COc1cccc(NC(=O)Cn2c(=O)n(Cc3ccc(F)cc3)c(=O)c3sc4ccccc4c32)c1 | -25.4%

Among those listed so far, these contain two or more sulfur atoms.
SMILES | Pf Dd2 inh
CCOc1ccc(S(=O)(=O)N(CC(=O)NCCSc2ccc(C)cc2)c2ccccc2)cc1 | -15.6%
CCCCC(=O)Nc1nnc(S(=O)(=O)N2CCCCCC2)s1 | -15.7%
CSc1nc2sc3c(c2c(=O)n1-c1ccccc1)CCC(C(C)(C)C)C3 (stereo unspecified) | -14.8%
CCS(=O)(=O)c1ncc(N(Cc2ccco2)Cc2sccc2C)c(C(=O)Nc2ccc(C)cc2C)n1 | ?
